Screening data: PubChem, several laboratories
MDM2 E3 inh – Mdm2 E3 ligase (human) inhibition; Q00987; cell-based MDM2 ubiquitination luciferase reporter, 2 h; 0 = plate control, 100 = twice control, blank-subtracted; signal enhancement, % at 5 µM; hit rate 0.11% among 210,000;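 active means signal enhancement of 30% or more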;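 further: luminescence tracks abundance of the self-degrading MDM2-luciferase fusion protein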
Target sequence (Q00987 whole entry, looked up, the tested form may be a part): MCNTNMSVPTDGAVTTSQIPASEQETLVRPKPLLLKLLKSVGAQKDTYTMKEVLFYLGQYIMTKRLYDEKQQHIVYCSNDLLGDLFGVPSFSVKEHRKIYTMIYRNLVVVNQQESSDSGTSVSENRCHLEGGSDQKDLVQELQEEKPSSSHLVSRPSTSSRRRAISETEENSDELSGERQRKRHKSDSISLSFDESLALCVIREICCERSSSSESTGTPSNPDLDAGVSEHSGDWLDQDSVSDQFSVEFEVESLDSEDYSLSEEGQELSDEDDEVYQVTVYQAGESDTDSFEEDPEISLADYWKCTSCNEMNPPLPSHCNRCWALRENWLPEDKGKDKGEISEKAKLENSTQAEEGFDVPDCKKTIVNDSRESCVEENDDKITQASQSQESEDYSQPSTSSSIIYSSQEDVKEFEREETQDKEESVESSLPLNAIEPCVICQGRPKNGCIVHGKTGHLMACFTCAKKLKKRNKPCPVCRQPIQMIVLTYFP
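system = mammalian cells stably expressing self-ubiquitinating, self-degrading MDM2 E3–luciferase fusion | quantity = 2000 cells per well seeded | incubation = 4 h cell settling then 2 h compound exposure, 37 °C | signal = SteadyLite luminescence, 15 min reagent step | benchmarks = plate control and blank wells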
Runt-SMMHC FRET – blocks binding of human RUNX1 Runt domain to CBFb-SMMHC | Q01196+Q13951 | Cerulean-Runt/Venus-CBFb-SMMHC FRET ratio 530/480, 1 h | inhibition, % at 20 µM | hit rate 0.74% among 220,000;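 active means mean inhibition across duplicate retests at 20 µM reaching about 50%, limit read from the data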;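 further: 0% = DMSO wells and 100% = wells with excess untagged CBFb-SMMHC; inhibitors lower the FRET ratio by blocking Runt binding to CBFb-SMMHC; some results filed as inactive read as strong as hits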
L929 necroptosis – blocks zVAD induced death of L929 cells. L929 zVAD necroptosis rescue, ATP luminescence, 24 h; with zVAD 60 µM. viability rescue, % at 10 µM. hit rate 0.38% among 220,000. AID 1377;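 active means activation, scaled between plate controls, above about 75%, limit read from the data; inactive means activation under that limit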;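 further: 0% = zVAD with DMSO and 100% = DMSO alone without zVAD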
Tb hexokinase – blocks Trypanosoma brucei hexokinase 1 activity; recombinant TbHK1, G6PDH-coupled NADH A340; inhibition, % at 10 µM; hit rate 0.11% among 220,000; AID 1430;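 active means inhibition of 50% or more in the single-dose primary screen; inactive means inhibition below 50%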
NCF1 inh – p47phox (human) inhibition | inhibition, % at 24.7 µM | P14598 | p47phox/p22phox peptide binding, fluorescence polarization, 2 h | hit rate 0.53% among 220,000;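 active means inhibition above about 30%, limit read from the data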;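 further: 0% = p47phox with labelled peptide and 100% = labelled peptide alone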
Target sequence (P14598 whole entry, looked up): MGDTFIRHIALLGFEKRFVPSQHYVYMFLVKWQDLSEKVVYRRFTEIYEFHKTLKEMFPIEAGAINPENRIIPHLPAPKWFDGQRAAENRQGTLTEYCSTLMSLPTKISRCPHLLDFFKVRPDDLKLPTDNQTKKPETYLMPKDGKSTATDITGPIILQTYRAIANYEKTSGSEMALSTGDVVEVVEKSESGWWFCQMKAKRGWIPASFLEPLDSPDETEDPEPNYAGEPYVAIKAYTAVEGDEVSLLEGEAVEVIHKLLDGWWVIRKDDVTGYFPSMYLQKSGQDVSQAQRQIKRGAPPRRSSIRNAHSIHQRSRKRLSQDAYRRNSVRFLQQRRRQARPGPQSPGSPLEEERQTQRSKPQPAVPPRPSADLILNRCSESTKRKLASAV
Hck-Nef inh – human Hck-Nef kinase inhibition; P08631; Recombinant Hck-YEEI plus Nef, Z-Lyte FRET kinase assay; inhibition, % at 20 µM; hit rate 0.68% among 220,000; AID 463187;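 active means Hck-Nef kinase inhibition above about 50%, limit read from the data; inactive means inhibition below that limit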;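 further: 0% = DMSO with Hck plus Nef and 100% = Hck alone without Nef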
14-3-3 Bad PPI – disrupts binding of bovine 14-3-3 zeta to phospho-Bad peptide; P63103; TR-FRET 14-3-3zeta/Dy647-pBad peptide displacement, 1 h; inhibition, % at 21.7 µM; hit rate 0.71% among 220,000;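 active means inhibition above about 70%, limit read from the data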;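 further: 0% = full 14-3-3 plus peptide FRET controls and 100% = background without 14-3-3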
EBV gp42 block – EBV gp42 inhibition | Q1HVG2 | Fluorescence polarization binding assay, mP read-out | inhibition, % (tested at 21.74 µM) | hit rate 0.42% among 220,000 | AID 1085; in the data active means inhibition above about 50%
Target sequence (Q1HVG2 whole entry, looked up): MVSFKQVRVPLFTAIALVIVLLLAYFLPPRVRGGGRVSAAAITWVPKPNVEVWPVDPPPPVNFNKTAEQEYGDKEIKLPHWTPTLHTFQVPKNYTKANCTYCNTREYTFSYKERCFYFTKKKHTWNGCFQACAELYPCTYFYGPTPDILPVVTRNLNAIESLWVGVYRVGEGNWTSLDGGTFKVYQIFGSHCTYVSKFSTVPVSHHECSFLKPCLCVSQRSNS
Runt-CBFb FRET – blocks binding of human RUNX1 Runt domain to CBFb; Q01196+Q13951; Cerulean-Runt/Venus-CBFb FRET ratio 530/480, 1 h; inhibition, % at 20 µM; hit rate 0.46% among 220,000; AID 1496;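 active means inhibition over about 50% at 20 µM in the single-dose screen, limit read from the data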;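 further: 0% = DMSO wells and 100% = excess unlabeled CBFb competitor control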
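Buffer or medium: Tris pH 7.5 buffer with BSA. Assay system: Cerulean-labeled Runt domain protein. Amount: each fluorescent fusion protein 100 nM. Read-out basis: loss of energy transfer signal. Incubation: 1 h compound exposure, room temperature. Probe or stimulus: Venus-CBFb binding partner, 100 nM. Detection: FRET, excitation 422 nm, emission at 530 and 480 nm.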
Active calls of the source: *; · = not tested or not shown; [ ] = remark or other dose. The order is random (roughly 3.2% active in at least one column).

SMILES	MDM2 E3 inh	Runt-SMMHC FRET	L929 necroptosis	Tb hexokinase	NCF1 inh	Hck-Nef inh	14-3-3 Bad PPI	EBV gp42 block	Runt-CBFb FRET
C/C(=N\NC(=O)c1ccc(Cn2cc([N+](=O)[O-])cn2)o1)c1cccc(NC(=O)C(C)C)c1	3	-4	-0.2	2	-8	2	2[fluorescence artefact?]	-7	-1
CCn1cc(C(=O)N2CCOCC2)c(=O)c2cc(S(=O)(=O)N(C)C)ccc21	-16	1	-0.9	-13	3	0	7	-8	1
Cc1c(Cc2ccccc2)c(=O)oc2cc(OCC(=O)c3ccccc3)ccc12	-6	8	0.6	-2	0	6	0	-9	4
O=C(COC(=O)c1ccc(Cl)c(S(=O)(=O)N2CCCCC2)c1)NCC1CCCO1 (stereo not given)	·	1	-0.5	3	·	4	8	-8	-1
N=C(N)SCC1=CCS(=O)(=O)C1	-3	2	3.3	10	-13	11	-9	-7	2
COc1ccccc1OCC(=O)NNC(=O)Nc1ccc(Cl)cc1	0	4	-1.2	5	-4	-3	-15	6	-1
O=C(NC(CSSCC(NC(=O)c1ccccc1)C(=O)O)C(=O)O)c1ccccc1 (stereo not given)	7	0	0.1	-6	-7	7	-1	-8	1
O=C(CSc1nc(-c2ccco2)cc(C(F)(F)F)n1)Nc1ccc2c(c1)CCC2	-3	-4	1.1	-8	-18	11	22	-22	0
O=C(Nc1cccnc1)c1cc(F)cc(F)c1	-30	0	-0.2	4	0	-20	-12	-4	-2
COc1cc(OC)cc(C(=O)NCc2nc(-c3ccccc3)no2)c1	-8	3	0.3	-9	-9	1	4	-2	0
COc1ccc(-c2nnc(SCC(=O)Nc3cc(C)on3)o2)cc1	-15	2	-1.0	5	4	15	3	-9	1
CC1=CC(=O)C=C(C)C1=NOc1ccccc1[N+](=O)[O-]	-4	16	-0.3	-4	1	21	38[fluorescence artefact?]	-12	31
N/C(=N\S(=O)(=O)c1cc(C(F)(F)F)cc(C(F)(F)F)c1)c1ccc(Cl)cc1	-5	-2	2.5	12	-3	1	0	1	-3
C/C=C/C(=O)OCC(=O)Nc1cc(OC)c([N+](=O)[O-])cc1C	6	0	5.3	-10	0	1	-5	2	-1
CN(C)S(=O)(=O)c1ccc(N)c([N+](=O)[O-])c1	0	-3	0.0	0	-6	-8	-5	5	0
COc1cc(O)c(C(CCN2CCOCC2)c2cc(OC)c(OC)c(OC)c2)c(OC)c1 (stereo not given)	11	1	-0.2	7	-1	20	2	-17	0
O=C(NCc1ccccn1)C1CCN(S(=O)(=O)c2ccccc2)CC1	11	4	0.3	2	1	1	-2	6	-3
COc1ccc(CNC(=O)COC(=O)c2c[nH]c(=O)[nH]c2=O)cc1OC	-19	2	0.0	-5	-12	1	33	-17	-2
CCn1cc(C(=O)NCc2ccco2)c(=O)c2cc(S(=O)(=O)N3CCC(C)CC3)ccc21	-35	-11	0.0	-21	-19	2	-10	-4	-6
O=C(CC1SC(=Nc2ccc(OC(F)F)cc2)N(CCN2CCOCC2)C1=O)Nc1ccc(F)cc1F (stereo not given)	-6	-3	2.0	-8	-12	-15	-1	-4	-3
CS(=O)(=O)N1CCC(C(=O)N2CCN(c3ccccc3)CC2)CC1	-9	3	-0.1	2	-5	-7	-4	-9	·
CCC1CCCCN1C(=O)CSc1nnc(-c2ccc(Cl)s2)o1 (stereo not given)	-1	2	0.4	-8	-8	-1	-1	-23	0
CC1CCN(CC(O)COc2ccc(F)cc2)CC1 (stereo not given)	-10	-2	0.1	-2	-2	3	1	-8	2
Cc1cc(C)nc(NS(=O)(=O)c2ccc(N3Cc4ccccc4C3=O)cc2)n1	-51	2	0.2	-3	-5	4	1	-12	-1
Cc1ccc2cc(CN(CC3CCCO3)S(=O)(=O)c3ccccc3)c3nnnn3c2c1 (stereo not given)	-2	-2	-0.9	-11	-17	-10	-2[fluorescence artefact?]	3	-3
Cc1noc(NS(=O)(=O)c2ccc(N/C=C\C(=O)c3ccc(F)cc3)cc2)c1C	-8	-2	0.9	-4	-2	-1	-1	-5	-4
CCOC(=O)c1c(NC(=O)C(=O)N/N=C/c2ccccc2O)sc2c1CCCCC2	-16	-38	7.4	-1	-6	0	-14	-12	-4
Cc1cc(=O)c2c(O)c(O)ccc2o1	6	9	-0.1	-21	-5	1	0	-21	10
C=CCn1c(SCC)nc(O)cc1=O	-13	3	-0.1	18	-5	-17	-16	-11	0
COc1ccc(C(CNC(=O)c2ccc3c(c2)C(=O)N(CCC(C)C)C3=O)N2CCOCC2)cc1 (stereo not given)	3	-3	0.0	-5	-4	0	9	-9	-1
C[C@@H]1CC=C[C@H]2[C@H]1C(=O)N(Cc1ccccc1)[C@H]2c1ccc(F)c(/C=C/c2ccccc2)c1	14	3	1.0	-11	-18	24	2	-21	2
O=C(Nc1nc(-c2ccccc2)nc2ccccc12)c1ccc(F)cc1	-25	11	-0.3	-11	13	22	1	-17	3
COC(=O)[C@@H]1C[C@H]2CC[C@H](O)C[C@H]2N1Cc1ccc(-c2ccccc2)cc1	11	3	-0.5	-4	-46	25	-1	-22	0
O=C(c1ccc(COCC(F)(F)F)o1)N1CCCCCC1	-21	2	0.1	-1	-6	3	-14	-9	-3
CCOC(=O)c1nnc(-c2ccc(C)cc2)nc1Oc1ccccc1Cl	9	5	1.0	-1	-17	2	5	-18	1
CN1CCN(C(=S)C(=O)Nc2ccccc2)CC1	-4	-2	2.8	-3	-7	17	-12	-2	1
Cc1cc(C)c2c(N)c(C(=O)c3ccccc3Cl)sc2n1	-22	19	0.1	2	-4	0	-11	6	22
CCOc1ccc(NC(=O)Cn2nnc(C(=O)NCc3ccccc3OC)c2N)cc1	-10	0	0.5	42	-1	4	-4	2	-4
Cc1nn(C)c(C)c1Nc1ccc(N2C(=O)C3CC=CCC3C2=O)cc1[N+](=O)[O-] (stereo not given)	-7	-5	-0.2	-11	-10	-7	1	-8	-2
O=C(/C=C/c1ccccc1F)c1cccc([N+](=O)[O-])c1	7	0	1.1	-2	-9	-2	3	-12	2
Cc1cc(N2CCN(C(=O)c3ccco3)CC2)n2nc(-c3cccc(F)c3)cc2n1	-24	8	1.2	-3	-9	1	3	-15	3
CCc1ccccc1NC(=O)c1cnc2scc(C)n2c1=O	-5	5	0.0	-38	-1	1	2	-15	·
Cc1ccc(C(C(=O)NC2CCCC2)N(Cc2ccc3c(c2)OCO3)C(=O)Cc2cccs2)cc1 (stereo not given)	0	4	0.2	6	-9	5	-18[fluorescence artefact?]	-9	-1
Cc1ccc(-c2noc(CCC(=O)NCCN3CCN(Cc4ccccc4)CC3)n2)cc1	-19	3	-1.2	3	5	-24	11[fluorescence artefact?]	-16	-3
O=C(CCCN1CCC(c2ccccc2)C1)c1ccc2c(c1)OCCO2 (stereo not given)	6	3	-0.1	2	-17	4	1	-17	-12
CCC(C)NC(=O)c1cc(OC)c(OC)c(OC)c1 (stereo not given)	0	-1	3.0	-1	-16	2	1	1	-2
C=CCNC(=S)NNc1ncnc2sc3c(c12)CC(C)(C)OC3	-19	2	-0.5	-3	-4	0	0	-16	10
Cc1cc(C)c(C)c(OCC(=O)N2CCCCCC2)c1	-29	3	-0.4	-6	-13	-1	2	-4	1
O=C(/C=C/c1c(F)cccc1Cl)Nc1nc2ccccc2[nH]1	-7	-14	0.2	-10	-12	6	0	-7	-7
CCOC(=O)C1=C(N)Oc2cc(C)n(C)c(=O)c2C1c1ccncc1 (stereo not given)	-6	2	1.4	-1	1	-3	-3	-1	2
COCCNc1nc2nonc2nc1N(C)Cc1cccc2cnccc12	48*	·	0.9	-36	-2	23	-15	-15	·
CC(C)N1C(=O)CCN(C=O)c2ccccc21	-7	0	1.8	3	4	20	-13	-16	·
CC(=O)CCS(=O)(=O)c1ccc(C)c(C)c1	-7	-8	0.4	5	-6	-3	-6	2	0
COc1cc(/C=C(\C#N)c2nc3ccc(C)cc3[nH]2)c([N+](=O)[O-])cc1OC	-1	46	0.2	-27	16	1	-6[fluorescence artefact?]	-11	26
Cc1cc(=O)[nH]c2c1c(C)nn2-c1ccccc1	-7	1	-1.5	4	3	-6	2	2	-1
Cn1c(=O)cc(-c2ccccc2)c2ccccc21	19	1	0.0	-7	-6	0	6	-9	2
CCCCNC(=O)COC(=O)c1ccc(NS(=O)(=O)c2ccc3c(c2)OCCO3)cc1	-4	-3	0.1	-7	-13	7	3	-19	-1
C=CCn1c(=NC(=O)c2cc(-c3cccs3)nc3ccccc23)sc2cc(S(N)(=O)=O)ccc21	4	-123	0.7	-14	-81	9	-18	-31	-33
CSc1ccccc1C(=O)Nc1cc([N+](=O)[O-])ccc1C	-21	0	2.6	0	8	21	-2	0	1
COc1ccc(O)c(/C=N/N2CCOCC2)c1	-1	-3	1.9	-29	5	18	-16	-3	-1

Look-ups from the list.
Reading for `O=C(Nc1cccnc1)c1cc(F)cc(F)c1` in L929 necroptosis: -0.2
Reading for `CCn1cc(C(=O)NCc2ccco2)c(=O)c2cc(S(=O)(=O)N3CCC(C)CC3)ccc21` in Hck-Nef inh: 2
Reading for `O=C(CC1SC(=Nc2ccc(OC(F)F)cc2)N(CCN2CCOCC2)C1=O)Nc1ccc(F)cc1F` (stereo not given) in EBV gp42 block: -4

Not a retest: entries from further up.
SMILES	MDM2 E3 inh	Runt-SMMHC FRET	L929 necroptosis	Tb hexokinase	NCF1 inh	Hck-Nef inh	14-3-3 Bad PPI	EBV gp42 block	Runt-CBFb FRET
Cc1cc(N2CCN(C(=O)c3ccco3)CC2)n2nc(-c3cccc(F)c3)cc2n1	-24	8	1.2	-3	-9	1	3	-15	3
CCc1ccccc1NC(=O)c1cnc2scc(C)n2c1=O	-5	5	0.0	-38	-1	1	2	-15	·

(next part)
SMILES	MDM2 E3 inh	Runt-SMMHC FRET	L929 necroptosis	Tb hexokinase	NCF1 inh	Hck-Nef inh	14-3-3 Bad PPI	EBV gp42 block	Runt-CBFb FRET
CC(=O)c1c(OC(=O)c2ccc(C)cc2)c2ccccc2n1C	-11	0	0.6	-2	-13	0	0	-4	-3
COc1ccc(Cc2noc(CN3CCN(C4CCc5ccccc5C4)CC3)n2)cc1OC (stereo not given)	·	-5	-0.6	-5	-6	31	-4	-1	-1
Cc1ccc(CN2CCN(CCCc3ccccc3)CC2CCO)cc1 (stereo not given)	-24	2	0.5	-5	-3	1	5	-11	0
Fc1ccc(Nc2ncnc3sc4c(c23)CCC4)cc1	-6	3	0.3	-1	-10	4	29[fluorescence artefact?]	-14	0
COC(=O)c1ccc(COc2ccccc2/C=N/Nc2cccc(C(=O)O)c2)cc1	-9	3	2.7	6	-13	22	-5	-8	-3
Cc1ncoc1C(=O)N1CCCC(C(=O)c2ccc(-c3ccccc3)cc2)C1 (stereo not given)	5	0	5.6	-8	-10	17	-1	-9	-4
CC(=O)c1ccc(OCC(O)CNCc2ccc3c(c2)OCO3)cc1 (stereo not given)	-4	2	-0.3	-5	-11	27	-3	-4	2
Cc1cc(C)nc(SCc2nc3ccccc3n2C)n1	-9	2	-0.1	0	15	1	·	-23	-3
Cc1ccc(S(=O)(=O)N2CCCCC2)cc1NC(=O)Cn1ccc(C(F)(F)F)n1	-2	0	1.0	-2	11	26	-10	-10	1
Cc1ccc(SCc2c(C(=O)N/N=C/c3ccccc3)nnn2-c2nonc2N)cc1	-3	-2	2.8	1	-8	-10	4	-7	-1
